Compound activity deposited in PubChem BioAssay by National Center for Advancing Translational Sciences (NCATS).
AmpC det inh – Promiscuous and Specific Inhibitors of AmpC Beta-Lactamase (assay with detergent); hit rate 0.09% among 71,000; purified AmpC, nitrocefin hydrolysis with detergent; Potency, µM (highest dose often 28.7 µM), without a hit: top-dose activity change, negative = inhibition; active = well fitted curve in the direction sought with a large enough effect
Target sequence (P00811 whole entry, looked up): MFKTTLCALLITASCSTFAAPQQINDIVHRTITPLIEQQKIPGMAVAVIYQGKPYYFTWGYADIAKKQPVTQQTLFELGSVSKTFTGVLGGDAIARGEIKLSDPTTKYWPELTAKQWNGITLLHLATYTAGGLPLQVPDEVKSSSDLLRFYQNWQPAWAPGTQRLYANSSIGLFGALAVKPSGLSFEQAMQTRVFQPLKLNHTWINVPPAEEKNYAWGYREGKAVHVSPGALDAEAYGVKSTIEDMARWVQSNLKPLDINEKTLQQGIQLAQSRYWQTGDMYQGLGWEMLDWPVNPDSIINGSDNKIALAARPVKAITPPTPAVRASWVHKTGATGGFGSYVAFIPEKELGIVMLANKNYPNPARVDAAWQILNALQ
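E. coli AmpC (5.3 nM) in 20 mM phosphate pH 7.0 with 0.01% Triton X-100, preincubated 15 min RT with compound; nitrocefin (2 uL of 800 uM stock) hydrolysis followed by 480 nm absorbance every 20 s over 4 min.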
Active calls of the source: *; & = joins results of further samples; [ ] = dose if it differs, or a comment. % is set by controls: 0 for no effect and ±100 for the full control effect; potency is the fitted concentration of half-maximal effect.

SMILES | AmpC det inh
Clc1ccc(Cc2noc(-c3cccs3)n2)cc1 | -3%
Cc1noc(C)c1C(=O)N1CCC2(CCCN(C(=O)Nc3ccccc3)C2)CC1 | 0%
CCOC(=O)c1ccc(NC(=O)c2c(C)[nH]c(C(=O)OCC)c2C)cc1 | 0%
COc1ccc(N2CCN(C(=O)CCCC3=NS(=O)(=O)c4ccccc4N3)CC2)cc1 | 2%
CCN1CCCC1Cn1cnc2c([nH]c3ccc(Cl)cc32)c1=O (configuration not stated) | -4%
O=C(CCCCCN1C(=O)C2C3C=CC(C3)C2C1=O)Nc1nccs1 (configuration not stated) | 12%
COCCN1Cc2cccc(C(=O)Nc3ccc(S(=O)(=O)N4CCCCC4)cc3)c2C1=O | -1%
OC(CN1C2=NCCCN2c2ccccc21)c1ccc(Cl)cc1 (configuration not stated) | 13%
CCC(Sc1nc(C)cc(C)n1)C(=O)O (configuration not stated) | -3%
COc1cccc(Cn2c(=O)c(-c3cn(C)c4ccccc34)nc3cncnc32)c1 | -2%
CC(=O)Nc1ccc(S(=O)(=O)N2CCN(C(=O)N3CCCCCC3)CC2)cc1 | -6%
C/C(=N\O)C(=O)NCc1ccccn1 | 0%

Ordered by heavy-atom count (largest number first): 6 of the compounds above.
SMILES | AmpC det inh
COCCN1Cc2cccc(C(=O)Nc3ccc(S(=O)(=O)N4CCCCC4)cc3)c2C1=O | -1%
COc1ccc(N2CCN(C(=O)CCCC3=NS(=O)(=O)c4ccccc4N3)CC2)cc1 | 2%
COc1cccc(Cn2c(=O)c(-c3cn(C)c4ccccc34)nc3cncnc32)c1 | -2%
CCOC(=O)c1ccc(NC(=O)c2c(C)[nH]c(C(=O)OCC)c2C)cc1 | 0%
CCN1CCCC1Cn1cnc2c([nH]c3ccc(Cl)cc32)c1=O (configuration not stated) | -4%
C/C(=N\O)C(=O)NCc1ccccn1 | 0%

Going on with the list.
SMILES | AmpC det inh
C=C(Cl)COc1ccc2c(C)cc(=O)oc2c1 | -2%
CCc1oc(C(=O)O)cc1COC | 12%
COc1ccc(OC)c(NC(=O)CSc2nnc(-c3ccco3)n2-c2ccccc2)c1 | -8%
O=C(c1cnn2c(C(F)(F)F)cc(-c3ccco3)nc12)N1CCc2ccccc2C1 | 0%
O=C(CNC(=O)c1cnccn1)Nc1ccc(F)c(F)c1F | -5%
Cc1cc(=S)n(-c2ccccc2)n1C | -1%
Cc1ccc(-c2csc3ncn(/N=C/N(C)C)c(=O)c23)o1 | -2%
Cc1ccc(S(=O)(=O)N2CCN(C(=O)CCC(=O)NC3CCCc4ccccc43)CC2)cc1 (configuration not stated) | -1%
C=CCn1c(N2C(=O)CC(Cc3ccccc3)C2=O)nc2ccccc21 (configuration not stated) | 0%
O=C(c1ccc2c(c1)OCO2)N1CCCc2ccccc21 | 5%
CCOC(=O)CSc1nnc(Cn2c(=O)sc3ccccc32)n1C | 5%
CSc1nsc(SCC(=O)Nc2ccccn2)n1 | -3%
Cc1ccc(C)n1-c1ccncc1 | -1%
CCc1nc2ccccc2c(=O)n1-c1cccc(OC)c1 | 0%
CCOC(=O)CSc1nnc(CNC(=O)c2cccc(C)c2)n1-c1ccccc1OC | 12%
O=C1C(O)=C(O)C(=O)C(O)=C1O | 1%[12.8 µM]
CCOC(=O)C1CCCN(C(=O)Cn2sc3nc(C)cc(C)c3c2=O)C1 (configuration not stated) | 12%
O=S(=O)(c1ccc(Cl)s1)N1CCN(c2ncccn2)CC1 | -1%
Cn1c(N)c(C(=O)COC(=O)C2(c3ccc(F)cc3)CCCC2)c(=O)n(C)c1=O | 5%
O=C(O)CC[P+](c1ccccc1)(c1ccccc1)c1ccccc1 | -5%[5.75 µM]
Cc1ccc(-c2nn3c(C)nnc3c3ccccc23)cc1S(=O)(=O)NCc1ccco1 | -2%
CN(c1ccc(C(=O)NCc2ccccc2)cc1)S(C)(=O)=O | 4%
CN1CCN(CCCNc2nc3ccccc3c3nc(-c4ccccc4)nn23)CC1 | -6%
CC1(C)CC2CC(C)(CN2c2ncnc3ccccc23)C1 (configuration not stated) | -4%
Cc1nn(-c2ccccc2)c2sc(C(=O)N3CCc4ccccc4C3)cc12 | 0%
Cc1ccc(C2CC(c3cccc(C)c3)n3nc(N)nc3N2)cc1 (configuration not stated) | 13%
O=C(CCc1c[nH]c2ccccc12)NCC1CCCO1 (configuration not stated) | 1%
CCN(CC)S(=O)(=O)N1CCC(C(=O)NC(C)CCc2ccccc2)CC1 (configuration not stated) | -2%
Cc1ccccc1-c1nc(Cc2ccc(Cl)cc2)no1 | -3%
O=C(COc1cccc2cccnc12)Nc1nccs1 | -5%
CC(=O)N1CCN=C1SCc1ccc(C)cc1 | 2%
CCC(=O)N1CC2(C)CN(C(=O)CC)CC(C)(C1)C2 | -1%
Cn1c(=O)[nH]c(=O)c2c1nc(N1CCCCC1)n2CC(O)CN1CCCCC1 (configuration not stated) | 3%
CCN1C(=O)C2C(c3cccc(F)c3)NC(C)(C(=O)OC)C2C1=O (configuration not stated) | 15%
COc1ccc(Cl)cc1CN1CCN(c2nc(C)cc(C)c2C#N)CC1 | 0%
CCCCn1c(O)c(C(CC)=NCc2ccc3c(c2)OCO3)c(=O)[nH]c1=O | -2%
Cc1cccc(NC(=O)CSC(N)=O)c1C | 9%
CCCc1c(O)nc(SCc2ccccc2)[nH]c1=O | -5%
CCC(=O)NCCN1CCN(C(=O)CC)CC1 | -3%
CSc1nsc(SCC(=O)Nc2ccc3c(c2)OCCO3)n1 | 0%
C=CCNc1nc(NCCO)nc(N2CCCC2)n1 | -3%
CCOC(=O)N1CCC(NC(=O)CS(=O)(=O)Cc2nc(-c3ccc(C)cc3)oc2C)CC1 | 5%
CCC1(CC)C(=O)C=CNC1=O | 0%[12.8 µM]
Cc1sc2ncnc(Sc3nnc4sc5ccccc5n34)c2c1C | -6%
CCc1ccc(NC(=O)CSc2nnc(-c3ccccn3)n2C)cc1 | -3%
O=C(O)CCSCC(=O)c1ccc2c(c1)OCCO2 | 0%
Cc1ccc(NC(=O)CSc2nnc(Cc3cccn3C)n2-c2ccc(F)cc2)c(C)c1 | 14%
CCOc1ccc(N2C(=O)CC(N(O)c3ccccc3)C2=O)cc1 (configuration not stated) | 0%
O=C(c1cccc(C(F)(F)F)c1)N1CCN(C2CCCCC2)CC1 | -2%
Cc1nnc(NC(=O)CSc2nc3c(c(=O)n2C)SC(C)C3)s1 (configuration not stated) | 14%
CCc1ccc(C2C(C#N)=C(N)SC(N)=C2C#N)cc1 | -7%
O=C(O)C1CC=CCC1C(=O)NCc1ccccc1 (configuration not stated) | -4%
O=C(c1cc(-c2cccc(O)c2)on1)N1CCc2ccccc2C1 | 2%
COc1ncc2ncc(=O)n(Cc3ccc(F)cc3)c2n1 | -1%
O=C(COC(=O)c1ccncc1)NCc1ccccc1 | -1%
O=[N+]([O-])c1cccc(C(F)(F)F)c1 | 10%
CC1(C)CC(=O)C(C(C2=C(O)CC(C)(C)CC2=O)c2cccnc2)C(=O)C1 (configuration not stated) | -8%
O=C(O)c1cc(O)c2c(c1)C(=O)c1cccc(O)c1C2=O | 8%
O=C(O)CCCCCNC(=O)c1cccc(Br)c1 | 5%
CCOc1ccccc1N(CC(=O)NC1CCCC1)C(=O)CCCC(=O)Nc1ccccn1 | 13%

Next section.
SMILES | AmpC det inh
CCOC(=O)C1CCN(C(=O)c2cc(OCC)c(OCC)c(OCC)c2)CC1 | -4%
CC(C)(C)c1cc(Cc2ccccc2)[nH]n1 | -8%
Cc1ccc(NC(=O)CC2SC3=NCCN3C2=O)cc1 (configuration not stated) | 0%
O=C(CCN1CCOCC1)Nc1ccc(F)cc1F | -4%[5.75 µM]
COc1ccc(N2CCN(Cc3cc(=O)oc4cc(-c5ccccc5)c(O)cc34)CC2)cc1 | -2%
COc1ccc(N2CCN(C(=O)c3ccc(S(=O)(=O)N4CCOCC4)cc3)CC2)cc1 | -3%
O=C(Nn1cnc2ccccc2c1=O)c1ccc(F)cc1Cl | 1%
O=C(Nc1ccc2c(c1)OCO2)N1CCOCC1 | -1%
CCOc1ccc2c(c1)cc(CN(C(=O)CC)C1CCCCC1)c1nnnn12 | 1%
CCOC(=O)C1CCN(C(=O)C2CC(=O)N(c3ccc(C)cc3)C2)CC1 (configuration not stated) | 2%
CC(=O)Nc1ccc(NC(=O)Cn2c(CC(=O)N3CCCC3)nc3ccccc32)cc1 | 0%
CCO/C(C)=C1\C(=O)N(CC)c2ccccc21 | 5%
CC(NCC1(N2CCOCC2)CCCCC1)C(=O)N1CCc2ccccc21 (configuration not stated) | -5%
COc1ccc(-c2nnc3ccc(SCC(=O)N4CCCCCC4)nn23)cc1OC | 11%
O=C(c1ccccc1)c1cn(CC(=O)N2CCOCC2)c2ccccc12 | -5%
CC(=O)NC(C)C(=O)OCC(=O)Nc1ccc(Br)cc1 (configuration not stated) | 9%
Cc1ccc(N(C(=O)Nc2ccccc2)C2=NCC(C)S2)cc1 (configuration not stated) | 1%
CCC(C)(C)NC(=O)CN(CC1CCCO1)C(=O)CCC(=O)Nc1nccs1 (configuration not stated) | 0%
CC(=O)N1C(c2ccccc2)CC(=O)OC1c1ccc2c(c1)OCO2 (configuration not stated) | -5%
Cc1cccc(NC(=O)CC2SC(=NC3CCCCC3)NC2=O)c1 (configuration not stated) | -3%
Cc1nn(Cc2ccc(Cl)c(Cl)c2)c(C)c1NC(=O)c1cc(CC(C)C)on1 | 12%
O=C(Nc1nnc(CCc2ccccc2)s1)C1CCCO1 (configuration not stated) | -4%
Cn1nnc(NCc2cc(Br)ccc2OCc2cccs2)n1 | -2%
CC(=O)N1CCc2cc(S(=O)(=O)CCC(=O)O)ccc21 | 10%
O=c1c(O)c(-c2cccs2)oc2ccccc12 | -4%
c1ccccc1 | 10%&10%
COc1cc(NC2=CC(=O)CC(C)(C)C2)cc(OC)c1 | 1%
CCN(CC)CCN1C(=O)c2oc3ccccc3c(=O)c2C1c1ccc(C)cc1 (configuration not stated) | 0%
N[C@H](Cc1ccc(N(CCCl)CCCl)cc1)C(=O)O | -1%
Cc1ccc(-c2cc3c(nn2)-c2ccccc2C3=O)cc1 | 0%
COc1ccc(CCNC(=O)c2cnccn2)cc1 | 1%
O=C(O)CP(=O)(c1ccccc1)c1ccccc1 | 7%
Cc1ccsc1C1C2=C(CCCC2=O)Nc2ncnn21 (configuration not stated) | -2%
c1ccc(-n2nnnc2Oc2cccc3cccnc23)cc1 | -3%
CC1Cc2ccccc2N1C(=O)COC(=O)C1=COCCO1 (configuration not stated) | -3%
COc1cc(C)cc(OC)c1/C=C\C(=O)O | -5%[5.75 µM]

Gathered by group, the entries above containing an NH in an aromatic ring (7)
SMILES | AmpC det inh
CCOC(=O)c1ccc(NC(=O)c2c(C)[nH]c(C(=O)OCC)c2C)cc1 | 0%
CCN1CCCC1Cn1cnc2c([nH]c3ccc(Cl)cc32)c1=O (configuration not stated) | -4%
O=C(CCc1c[nH]c2ccccc12)NCC1CCCO1 (configuration not stated) | 1%
Cn1c(=O)[nH]c(=O)c2c1nc(N1CCCCC1)n2CC(O)CN1CCCCC1 (configuration not stated) | 3%
CCCCn1c(O)c(C(CC)=NCc2ccc3c(c2)OCO3)c(=O)[nH]c1=O | -2%
CCCc1c(O)nc(SCc2ccccc2)[nH]c1=O | -5%
CC(C)(C)c1cc(Cc2ccccc2)[nH]n1 | -8%

(next part)
SMILES | AmpC det inh
Cc1oc(C)c(C(=O)NCCCC(=O)O)c1C(=O)NCCCC(=O)O | -3%
Cc1ccc(-n2nnnc2SCCNS(=O)(=O)c2ccccc2)cc1C | -7%
COc1ccc(CC(=O)OCc2cc3cccc(C)c3[nH]c2=O)cc1 | -2%
OCn1ncn(-c2ccccc2)c1=S | 0%
Cc1nc(CN2CCCCC2)c(O)c(=O)[nH]1 | -3%[5.75 µM]
CCc1nc(-c2cc3ccc(C)cc3[nH]c2=O)no1 | 0%
CC(=O)N1CCc2cc(S(=O)(=O)NC(CC(C)C)C(=O)Nc3ccc4c(c3)OCCO4)ccc21 (configuration not stated) | -3%
O=C(CCOc1ccccc1)NCc1ccccc1 | -6%
COc1ccc2c(c1)c(=O)cc(C)n2CC(=O)NCc1ccco1 | 1%
C[C@@H](CCc1ccc(O)cc1)NCCc1ccc(O)c(O)c1 | 0%
CC(C)Cc1ccc(C#N)c(SCC(N)=O)n1 | 0%
CCCS(=O)(=O)Nc1c(C(=O)O)[nH]c2ccccc12 | -3%
CCOC(=O)c1c(N)sc2c1CCC(C)C2 (configuration not stated) | -4%
COc1ccc(S(=O)(=O)N2CCCC(C(=O)NCc3ccncc3)C2)cc1 (configuration not stated) | -5%
O=C(CS(=O)(=O)Cc1ccccc1)Nc1nc2ccccc2s1 | 1%
O=S(=O)(Cc1ccccc1)NCc1cccnc1 | -3%
CC(=O)N1CCC2(CCCN(c3cccc(-c4ccccc4)c3)C2)CC1 | -1%
Cc1nnc(SCC(=O)c2c(N)n(C)c(=O)n(C)c2=O)[nH]c1=O | -5%
Cc1ccc(C2(O)CCN3CCCCC32)cc1 (configuration not stated) | -3%
O=C1CN(C(=O)COC(=O)C23CC4CC(CC(O)(C4)C2)C3)c2ccccc2N1 | -4%
CN(C)Cc1ccccc1-c1cc(Nc2ccccc2)ncn1 | 11%
CC(C#N)On1c(SC(C)C#N)nc2ccccc2c1=O (configuration not stated) | -3%
Cc1nc2ncnn2c(C)c1CCC(=O)O | 3%
Cc1ccc2cccc(S(=O)(=O)N3CCN(c4cccc(Cl)c4)CC3)c2n1 | 1%
COc1ccc(Oc2ncc3nc(-c4cccc(C#N)c4)c(=O)n(CCC#N)c3n2)cc1 | -2%
O=C(Cn1cnc2c(oc3ccccc32)c1=O)N1CCN(c2ccccc2)CC1 | -2%
CCOC(=O)CSC1=C(C#N)C(c2ccccc2C)C2=C(CCCC2=O)N1 (configuration not stated) | -5%
CC(C)Sc1nnc([C@@H]2CCCN2C(=O)OC(C)(C)C)o1 | 0%

This is a subset (hit frequency here may not be typical).
